ELG1 DNA repair: blocks ELG1-dependent DNA repair in HEK293T cells. Potency, µM (top dose mostly 46.1 µM), inactives show top-dose activity change, negative = inhibition, actives largely listed as inhibitors. HEK293T ELG1-luciferase reporter, luminescence, 16 h; DNA damage induced by 5-fluorouridine. 2.3% of 330,000 active; also: potency is read from the fitted curve at half-maximal effect; % is scaled to controls: 0 for no effect and ±100 for the full control effect; nearly all actives have a fitted effect of over 55% in size
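Step one: seed 2,000 cells per well. Step two: pin-transfer compound or DMSO alongside 5-fluorouridine. Step three: incubate 16 hr, 37 °C, 5% CO2. Step four: add ONE-Glo, wait 30 min, read luminescence.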
TCR activator: T cell receptor activation | primary human leukocytes, anti-CD3, IL-2 HTRF, 48 h | Potency, µM (top dose mostly 9.22 µM), for the others: top-dose activation of IL-2 secretion, most hits filed as activators | 330,000 tested, under 10 active; also: % of control where 0% means no effect
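Primary human leukocytes were stimulated with a-CD3 beads plus compounds for 48 hr without co-stimulation; secreted IL-2 was quantified by HTRF using a-IL-2-K (europium cryptate) and a-IL-2-d2, excited at 320nm with acceptor emission read at 665nm.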
Chronic BCR inh: inhibitors of chronic active B-cell receptor signaling | Potency, µM (top dose mostly 46.1 µM), for inactives: at the top dose ratio change, negative = lower green/red ratio, actives largely listed as inhibitors | 0.05% of 340,000 active | ABC-DLBCL IkBa-CBG/CBR reporter, luminescence ratio, 4 h; active = well fitted inhibition curve with a large enough effect in the signal ratio, with a control signal flat, not every such curve was filed as active; inconclusive = small, poorly fitted or top-dose-only effect, or effect the other way, or a change in a side signal; the % refers to the signal ratio;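 also: potency is read from the fitted curve at half-maximal effect; plate controls were basal doxycycline-induced cells for no effect and cells given 10 µM MG132 for full effect; MG132 reads +100%, hits lower the ratio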
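Doxycycline induced both beetle luciferases in TMD8 lymphoma cells; IKK-driven degradation limits the IkappaBalpha-fused green signal, while red luminescence normalises for cell number and nonspecific effects. Compounds tested up to 46 uM, 4 hrs.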
B2AR arrestin: agonists driving beta-arrestin recruitment to human beta2-adrenergic receptor; P07550; beta-arrestin recruitment to beta2AR, cell-based reporter; Potency, µM (series often up to 46.1 µM), without a hit: top-dose activation, actives largely listed as activators; 0.02% of 330,000 active; AID 492947;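 also: potency is read from the fitted curve at half-maximal effect; 0% = DMSO controls and full agonism = EC100 isoproterenol or metaproterenol; nearly all actives have a fitted effect of over 65% in size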
Target sequence (P07550 whole entry, looked up): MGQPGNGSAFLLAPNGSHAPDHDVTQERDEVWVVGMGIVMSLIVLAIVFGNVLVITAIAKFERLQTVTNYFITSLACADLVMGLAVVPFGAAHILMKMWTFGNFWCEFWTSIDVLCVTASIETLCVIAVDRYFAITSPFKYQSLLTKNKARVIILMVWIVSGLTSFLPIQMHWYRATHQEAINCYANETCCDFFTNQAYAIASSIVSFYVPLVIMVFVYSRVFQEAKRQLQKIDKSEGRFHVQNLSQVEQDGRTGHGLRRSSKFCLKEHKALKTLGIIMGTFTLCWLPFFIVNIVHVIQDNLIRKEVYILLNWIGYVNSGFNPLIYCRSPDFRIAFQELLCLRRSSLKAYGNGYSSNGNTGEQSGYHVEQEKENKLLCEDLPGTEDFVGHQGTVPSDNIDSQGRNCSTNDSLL
TSG101-PTAP inh: blocks PTAP/TSG101 interaction to inhibit HIV-1 budding. AID 493005. Fluorescence polarization, FITC-PTAP peptide / Tsg101 binding. Potency, µM (titrated, usually from 115 µM), inactives show top-dose activity change, negative = inhibition, most hits filed as inhibitors. 340,000 tested, under 10 active. Q99816; active = well fitted inhibition curve with a large enough effect in the main read-out, with a control signal flat, not every such curve was filed as active; inconclusive = small, poorly fitted or top-dose-only effect, or effect the other way, or a change in a side signal; inactive = no such curve, though single readings can be large or run the other way; also: potency is read from the fitted curve at half-maximal effect; % of control where 0% means no effect
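Tsg101 binding domain (10 uM final) was mixed with compound and a FITC-labeled PTAP peptide (50 nM final) in HEPES pH 7.5 buffer with NaCl, Tween 20, EDTA and TCEP; fluorescence polarization was read after 20 min at r.t.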
Mito fusion yeast: blocks mitochondrial division or promotes mitochondrial fusion; AID 485298; S. cerevisiae fusion-defective mutant growth rescue, CellTiterGlo 48 h; Potency, µM (titrated, usually from 46.1 µM), for the others: at the highest dose growth rescue (activation), hits mostly activators; 0.23% of 320,000 active;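 also: potency is read from the fitted curve at half-maximal effect; % of control where 0% means no effect; nearly all actives have a fitted effect of over 45% in size; temperature-sensitive fusion mutants such as fzo1-1 at 37 °C on non-fermentable ethanol glycerol medium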
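Luminescent cell viability in 1536-well qHTS format served as the measure of rescued growth in ts fusion-mutant S. cerevisiae cultured on non-fermentable YPEG for 48 hours at 37C.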
USP2a inh: blocks human ubiquitin-specific protease USP2a. O75604. 0.01% of 330,000 active. Potency, µM (top dose mostly 38.3 µM), inactives show at the highest dose activity change, negative = inhibition, hits mostly inhibitors. USP2 core, Ub-CHOP2 coupled fluorogenic reporter, 485/531;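 also: potency is read from the fitted curve at half-maximal effect; plate controls were DMSO wells for no effect and full inhibition by NEM control for full effect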
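Deubiquitinase activity read as fluorescence (485/531 nm) after Ub-CHOP2 cleavage activates the enterokinase reporter on its substrate; USP2 core 10nM, Ub-CHOP2 and substrate 25nM each, 30min compound preincubation then 60min RT; data normalized to NEM, curves fitted.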
Eya2 inh: inhibitors of human Eya2 phosphatase activity. 0.006% of 330,000 active. Potency, µM (top dose mostly 76.9 µM), for the others: at the highest dose activity, negative = inhibition, usual class: inhibitors. recombinant Eya2, OMFP fluorescence dephosphorylation (OMFP is methylfluorescein phosphate); also: potency is read from the fitted curve at half-maximal effect; % is scaled to controls: 0 for no effect and ±100 for the full control effect
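Eya2 protein (added as 0.2 uM solution) was preincubated with compound for 10 min at ambient temperature in 50 mM HEPES pH 7.5, 50 mM NaCl, 5 uM MgCl2, 0.05% BSA, 1 mM DTT. OMFP (added at 50 uM) then reacted 10 min; fluorescence read at 485/525 nm.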
Tb PFK inh: inhibitors of T. brucei phosphofructokinase; O15648; T. brucei PFK, ADP-Glo luminescence; Potency, µM (highest dose often 57.5 µM), inactives show at the top dose activity, negative = inhibition, actives largely listed as inhibitors; 0.17% of 330,000 active;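 also: potency is read from the fitted curve at half-maximal effect; 0% = uninhibited 1x PFK enzyme wells and -100% = no-enzyme wells; nearly all actives have a fitted effect of over 60% in size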
Target sequence (O15648 whole entry, looked up): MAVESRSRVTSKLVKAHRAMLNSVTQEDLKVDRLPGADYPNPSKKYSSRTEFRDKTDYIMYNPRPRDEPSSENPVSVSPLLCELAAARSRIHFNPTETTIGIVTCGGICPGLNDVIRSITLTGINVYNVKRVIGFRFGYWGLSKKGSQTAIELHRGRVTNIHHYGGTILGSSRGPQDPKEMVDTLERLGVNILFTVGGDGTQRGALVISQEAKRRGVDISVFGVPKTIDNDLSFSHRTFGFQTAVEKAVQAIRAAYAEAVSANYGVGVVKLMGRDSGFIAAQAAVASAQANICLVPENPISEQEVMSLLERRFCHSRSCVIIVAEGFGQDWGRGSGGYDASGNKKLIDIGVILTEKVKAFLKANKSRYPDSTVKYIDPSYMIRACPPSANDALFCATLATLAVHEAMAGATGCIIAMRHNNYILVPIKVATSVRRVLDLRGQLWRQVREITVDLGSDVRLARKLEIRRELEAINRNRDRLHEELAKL
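PFK 1.25 nM, F6P 0.5 mM, ATP 0.1 mM, 0.1 M TEA pH 8.0, 5 mM MgCl2, 0.01% Tween20, 0.1% BSA; 45 min RT. ADP-Glo readout. qHTS titration up to 57 uM; curves fitted, compounds curve-classed.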
uPA surface inh: blocks generation of uPA at the cell surface | 0.31% of 330,000 active | Potency, µM (titrated, usually from 38.3 µM), for inactives: at the highest dose activity change, negative = inhibition, actives largely listed as inhibitors | cell surface uPA generation assay, qHTS; active = well fitted inhibition curve with a large enough effect; inconclusive = small, poorly fitted or top-dose-only effect; inactive = no such curve, though single readings can be large or run the other way; tested in mouse RAW 264.7 cells; also: potency is read from the fitted curve at half-maximal effect; % is scaled to controls: 0 for no effect and ±100 for the full control effect; nearly all actives have a fitted effect of over 55% in size
TSHR antag: blocks TSH signaling through the human TSH receptor; P16473; TSHR-expressing cells, TSH-stimulated cAMP HTRF, 2 h; hits give low values; activity change, negative = inhibition, % at 11.5 µM; 0.2% of 330,000 active;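 active = activity change below a set negative limit, meaning inhibition stronger than a set level, cut at about -70% in these data; inconclusive = activity change between two set negative limits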; also: % is scaled to controls: 0 for no effect and ±100 for the full control effect
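Cell-based HTRF cAMP assay; TSHR cells + compound, TSH EC80 (4nM final), 2 h, 37 deg C. Lysis with anti-cAMP cryptate and cAMP-d2, 30 min RT, read 665/620 nm.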
Active calls of the source: *; u = inconclusive; x = no result given; [ ] = another dose, or the depositor's remark. Unless noted, calls follow the shape of the dose curve; as a rule, active = well fitted curve in the direction sought with a large enough effect; inconclusive = small, poorly fitted or top-dose-only effect, or another doubt; inactive = no such curve, though single readings can be large; an effect the other way counts as inactive or inconclusive.

SMILES	ELG1 DNA repair	TCR activator	Chronic BCR inh	B2AR arrestin	TSG101-PTAP inh	Mito fusion yeast	USP2a inh	Eya2 inh	Tb PFK inh	uPA surface inh	TSHR antag
Cc1cccc(NC(=S)NC2CCCCC2)n1	11%	-1%	u	2.4%	0%	1%	-1%	1%	-7%	0%	-13
O=C(CN1C(=O)c2ccc([N+](=O)[O-])cc2C1=O)Nc1cc(S(=O)(=O)N2CCOCC2)ccc1Cl	16%	2%	-4%	0.1%	-2%	1%	1%	2%	0%	u	-5
Cc1ccc(S(=O)(=O)C2(C(=O)NCc3ccc4c(c3)OCO4)CC2)cc1	u	-4%	-1%	-0.3%	-1%	3%	1%	7%	-7%	17%	-3
CCOC(=O)c1c(C)[nH]c(C(=O)COC(=O)c2oc3ccccc3c2C)c1C	4%	5%	0%	0.2%	-3%	-1%	-1%	16%	-2%	3%	5
CC1CCN(C(=O)CNS(=O)(=O)c2ccc(Br)s2)CC1	-3%	-3%	11%	-0.1%	-4%	0%	0%	-10%	1%	-21%	28
CC(=O)Oc1ccc2c(c1)OC(c1ccccc1)CC21CC(C)(C)NC(=O)N1 (configuration not stated)	-9%	0%	-1%	0.4%	-1%	-5%	-12%	-1%	1%	-1%	-4
CCc1nnc(NC(=O)/C=C/c2ccc(C)o2)s1	u	7%	3%	-0.4%	1%	0%	4%	-1%	1%	3%	-2
CCOc1ccc(S(=O)(=O)NCCC(=O)NCC(c2ccco2)N2CCCCC2)cc1 (configuration not stated)	2%	2%	3%	-1.1%	1%	0%	1%	7%	-7%	0%	14
Cc1coc2cc3oc(=O)c(CC(=O)N4C[C@H]5C[C@@H](C4)c4cccc(=O)n4C5)c(C)c3cc12	2%	-14%	-11%	-2.5%	-1%	1%	0%	4%	8%	-1%	-15
Cc1ccc(C)c(Cn2cnc3c(nnn3-c3ccc(F)cc3)c2=O)c1	5%	8%	0%	-0.2%	0%	-1%	0%	-13%	-5%	x	-4
CCOC(=O)C1CCCN(S(=O)(=O)Cc2ccccc2)C1 (configuration not stated)	-1%	1%	0%	4.1%	4%	5%	-3%	-7%	5%	-6%	-8
CCn1c(SCC(=O)N/N=C/c2ccccc2OCC(=O)O)nnc1-c1ccc(OC)cc1	13%	0%	-11%	0.2%	-5%	1%	0%	5%	-8%	2%	7
COc1ccc(S(=O)(=O)N(CC(=O)NCC2CCCO2)Cc2ccccc2)cc1C (configuration not stated)	-4%	8%	0%	0.3%	-3%	6%	0%	13%	-3%	-2%	32
OC1CCCCC1	13%	-4%	0%	0.3%	0%	-10%	3%	-18%	0%	0%	-9
Cc1occc1C(=O)N1CCCC(Nc2ccc(F)cc2)C1 (configuration not stated)	-1%	-13%	1%	0.8%	-5%	-2%	4%	-3%	-1%	5%	4
O=C(Cc1ccccc1[N+](=O)[O-])Nc1ccc2c(c1)OCO2	u	7%	0%	-1.1%	0%	0%	3%	13%	0%	0%	5
CCN(C(=O)Cn1cc(C(F)(F)F)ccc1=O)c1c(N)n(Cc2ccccc2)c(=O)[nH]c1=O	4%	5%	-18%	-0.2%	1%	0%	3%	19%	-2%	2%	30
COC(=O)CCC(=O)OC1(C)C(=O)C2=COC(c3ccc(OC)cc3)=CC2=C(Br)C1=O (configuration not stated)	21%	2%	u	-0.5%	-23%	3%	7%	5%	-2%	-9%	-15
CCc1cccc2c(C(=O)COC(=O)c3ccc(O)cc3)c[nH]c12	14%	3%[46.1 µM]	u	-0.1%	0%	-1%	-1%	-2%	-1%	0%	6
COc1ccc(Nc2nc(N)c(C(=O)c3ccc(F)cc3)s2)cc1	u	3%	-19%	0.3%	-1%	4%	-18%	-11%	-17%	u	19
COc1cc([N+](=O)[O-])ccc1NC(=O)Oc1ccc(NC(C)=O)cc1	-8%	4%	-16%	-0.7%	1%	-1%	6%	-2%	-15%	-2%	-30
Cc1ccc(CC(=O)Nc2cccc(S(=O)(=O)N3CCOCC3)c2)cc1	-20%	-2%	-3%	0.2%	-2%	3%	3%	4%	-3%	-2%	-10
COc1cccc(NC(=O)CCN2CCC(C(N)=O)CC2)c1	-3%	3%	-2%	-0.2%	-4%	3%	1%	-2%	-5%	3%	-2
O=C(CN1CCC(O)(c2ccccc2F)CC1)NCCc1c[nH]c2ccccc12	-10%	-1%	u	0.3%	-4%	-3%	-3%	0%	1%	6%	3
O=Cc1cn(CC(O)Cn2cc(C=O)c3ccccc32)c2ccccc12	3%	9%	-8%	0.3%	0%	6%	-2%	10%	7%	-5%	5
(further entries)
SMILES	ELG1 DNA repair	TCR activator	Chronic BCR inh	B2AR arrestin	TSG101-PTAP inh	Mito fusion yeast	USP2a inh	Eya2 inh	Tb PFK inh	uPA surface inh	TSHR antag
CCN(CC)c1ccc(N2C(=O)/C(=C/c3ccccn3)SC2=S)cc1	u	-2%	-2%	-0.7%	-4%	4%	2%	7%	-7%	8%	0
CC1CC(C)CN(C(=O)CCNS(=O)(=O)c2ccc3c(c2)CCC(=O)N3)C1 (configuration not stated)	5%	6%	-1%	-0.1%	-2%	-3%	1%	22%	0%	-2%	2
COCCN(C(=O)CCC(=O)Nc1nccs1)C(C(=O)NC(C)(C)C)c1ccc(F)cc1 (configuration not stated)	6%	1%	0%	-0.8%	-2%	10%	-1%	0%	-2%	1%	-11
CCN(CC(=O)N1CCC(C)CC1)S(=O)(=O)c1ccc(C)cc1	-7%	9%	9%	-0.9%	-1%	-3%	1%	1%	-2%	-10%	14
O=C(O)COc1c(F)c(F)c(C(F)(F)F)c(F)c1F	1%	-4%	8%	0.1%	-4%	1%	3%	-8%	0%	-7%	1
Cc1cc(N2CCN(c3cccc(C)c3C)CC2)nc(-c2ccccc2)n1	-19%	-3%[46.1 µM]	11%	-0.2%	-3%	u	5%	-11%	5%	14%	-22
CN(C)c1cccc2c(S(=O)(=O)N3CCCC3)cccc12	5%	-2%	2%	0.0%	-3%	7%	1%	3%	-2%	3%	5
CCC(=O)Nc1sc2c(c1C#N)CCCCC2	u	5%	u	0.3%	-11%	12%	3%	-3%	7%	-7%	-8
Cc1cccc(N2CCN(C(=O)[C@H](C)N3C(=O)C4CC=CCC4C3=O)CC2)c1C (some centres not stated)	-26%	3%[46.1 µM]	u	-0.9%	-3%	x	3%	-16%	2%	-1%	3
COc1ccc(C(=O)CN2C(=O)NC3(CCc4ccccc43)C2=O)c(OC)c1 (configuration not stated)	0%	1%	u	0.1%	-4%	-10%	3%	3%	-2%	13%	-2
O=C(COc1ccccc1)NC(=S)N1CCc2ccccc21	u	2%[46.1 µM]	-5%	-0.8%	-1%	13%	1%	4%	-1%	0%	-5
COc1ccccc1NC(=O)C1=C(C)NC(SCC(=O)c2ccccc2)=C(C#N)C1c1ccco1 (configuration not stated)	u	-1%	u	-0.2%	6%	10%	0%	-26%	-2%	-7%	-12
COc1ccccc1N1C(=O)C2C3C=CC(CC3)C2C1=O (configuration not stated)	u	8%	-10%	-1.0%	2%	2%	1%	14%	-5%	-1%	8
CN(C)S(=O)(=O)c1cccc(NC(=O)COC(=O)c2c[nH]c(=O)[nH]c2=O)c1	23%	3%	1%	0.1%	-1%	0%	0%	-10%	-1%	-5%	7
COc1ccccc1NCCC(=O)O	6%	5%	-2%	0.1%	-3%	-4%	7%	-19%	2%	0%	-4
Cc1cc(N2CC(C(=O)O)CC2=O)ccc1Br (configuration not stated)	4%	15%	0%	-0.5%	0%	-1%	0%	10%	2%	-3%	3
Clc1ccc(-c2nnc(-c3ccco3)nc2N2CCCCC2)cc1	-4%	5%[46.1 µM]	7%	-0.2%	0%	11µM*	-1%	-9%	-14%	0%	1
CCOC(=O)Cc1csc(SCC(=O)Nc2nccs2)n1	11%	2%	4%	-0.6%	-1%	1%	4%	14%	3%	5%	-16
FC(F)(F)c1nc(-c2cccnc2)ncc1-c1nnnn1-c1ccccc1	u	x	u	-0.1%	-2%	6%	0%	u	-2%	-6%	-7
O=C(NN1CCN(Cc2ccccc2)CC1)c1ccc(Cl)cc1	-15%	0%	2%	0.0%	-1%	4%	2%	-1%	2%	-1%	-1

Bioassay records (PubChem)

Rows are unselected; overall some 3% were active at least once.
